SKN-1 block: C. elegans SKN-1 inhibition; 360,000 tested, 0.49% active; inhibition, % at 21.8 µM; C. elegans VP596 Pgst-4::GFP/RFP ratio, acrylamide-induced, 24 h;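 active = interference check ratio from 0.5 to 1.5 plus GFP to RFP signal ratio inhibition reaching or exceeding a fixed threshold, cut at about 30% in these data, passing the limit was not always enough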; note: some compounds called inactive have numbers as strong as hits
eLon inh: E. coli protease La inhibition; P0A9M0; purified E. coli Lon protease, fluorescence polarization; inhibition, % at 7.94 µM; 360,000 tested, 0.42% active; in the data active = inhibition above about 13%, passing the limit was not always enough;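 note: 0% = enzyme with probe and DMSO and 100% = no enzyme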
Neddyl block: cullin neddylation inhibition; calls only at 25 µM; P61081+Q13564; 360,000 tested, 0.58% active; TR-FRET cullin neddylation, biochemical; in the data active = inhibition above about 36%
Rin1-Abl PPI inh: blocks binding of human Rin1 to Abl | 360,000 tested, 0.4% active | TR-FRET Rin1/Abl binding, biochemical | P00519+Q13671 | inhibition, % at 7.35 µM; in the data active = inhibition above about 5%, passing the limit was not always enough
PABP1 MLLE inh: blocks PAM2 peptide binding to the PABP1 MLLE domain; P11940; GST-MLLE / FITC-PAM2 fluorescence polarization; inhibition, % at 20 µM; 360,000 tested, 0.36% active; in the data active = inhibition above about 35%, passing the limit was not always enough;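 note: plate controls were DMSO wells with GST-MLLE for no effect and wells lacking GST-MLLE protein for full effect; some results filed as inactive read as strong as hits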
MsrA act: activates bovine MsrA enzyme; activation, % at 10.6 µM; purified bovine MsrA, absorbance read-out; 360,000 tested, 0.3% active; AID 602163; in the data active = activation above about 7.5%;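 note: 0% = vehicle and 100% = reference activator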
CendR NRP1 mod: NRP-1/CendR interaction modulation | FAM-RPARPAR peptide binding to NRP-1, fluorescence polarization | inhibition, % at 25 µM | 360,000 tested, 0.85% active;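 active = inhibition or corrected inhibition above about 18%, plus a signal ratio from 0.5 to 1.5, limit read from the data, passing the limit was not always enough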; note: strong numbers were not always called active
FAS-TE inh: blocks the thioesterase domain of human fatty acid synthase | recombinant FAS-TE, OMFH fluorogenic substrate, fluorescence endpoint | 360,000 tested, 0.67% active | inhibition, % at 15 µM | AID 602261 | P49327;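 active = compounds whose normalised, plate-corrected inhibition of enzyme fluorescence in the single-dose primary screen is 50% or more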;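 note: 0% = DMSO with enzyme and 100% = substrate without enzyme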
MT1-MMP act inh: blocks activation of human MT1-MMP. P50281. HT1080 RFP-PRO-GFP cells, GFP/RFP ratio fluorescence, overnight; percent of plate control window, DMSO zero. GFP/RFP ratio change, % at 20 µM. 360,000 tested, 0.061% active. AID 651647;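 active = GFP/RFP ratio change of at least 30% with cell ATP level not reduced by more than half and red fluorescence within 50% of control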; note: strong numbers were not always called active
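Assay system: RFP-PRO-GFP reporter HT1080 cells; read-out basis: GFP/RFP fluorescence ratio; benchmarks: DMSO wells and RFP-L50D-GFP cells; doses: 20 µM single dose, 1% DMSO; schedule: overnight cell settling, then overnight compound exposure, 37 °C, 5% CO2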
* marks the source's active call; other numbers are inactive results; i = inactive; nt = not tested or not shown.

SMILES	SKN-1 block	eLon inh	Neddyl block	Rin1-Abl PPI inh	PABP1 MLLE inh	MsrA act	CendR NRP1 mod	FAS-TE inh	MT1-MMP act inh
Cc1ccc(C(=O)C(SC(C)(C)C)n2cncn2)cc1 (configuration not stated)	18	-12	i	2	-2	-1	2	0	1
O=C(Nc1ccc2c(c1)OCCO2)C(CCc1ccccc1)N1CCN(C/C=C/c2ccccc2)CC1 (configuration not stated)	1	6	i	2	-2	-1	9	20	4
Cc1ccc(CN2CCC[C@]3(N[C@H](c4ccccc4)[C@@H]4C(=O)N(Cc5ccccc5)C(=O)[C@@H]43)C2=O)cc1	2	-4	i	-1	-8	-3	-9	8	-2
Cc1ccc2cccc(S(=O)(=O)NC3CCS(=O)(=O)C3)c2n1 (configuration not stated)	-8	0	i	0	-4	-3	-6	-8	0
O=C(Nc1ccc2c(c1)OCCO2)C1CCN(c2cnccn2)CC1	1	4	i	-3	4	-4	-6	-6	-2
Cc1ccc(N=Nc2c(O)[nH]c(=O)[nH]c2=O)cc1S(=O)(=O)Nc1ccc(Br)cc1	14	-4	i	0	-5	-2	-91	9	5
O=C1CN(S(=O)(=O)c2ccc([N+](=O)[O-])cc2)CC(=O)N1	7	-6	i	0	-9	-1	6	-1	-2
CN(Cc1cccc(F)c1)C(=O)CN1CCN(S(=O)(=O)c2ccc3c(c2)OCCCO3)CC1	-36	-9	i	0	4	-9	1	-1	10
Cc1nnc(SCC(=O)NC2CCCC2)n1C(C)C	-4	-6	i	-1	10	-5	16	-3	4
OC(CNCc1ccc(Cl)cc1)C(F)(F)F (configuration not stated)	1	0	i	0	-1	-1	2	-2	6
Cc1ccc(NC(=O)CSCC(=O)N(C)CC(=O)Nc2ccccc2C(F)(F)F)cc1	15	-11	i	-1	0	0	12	5	0
CN(C)CCNc1cccc2sc3ccc(O)cc3c(=O)c12	17	-10	i	-26	-53	-2	-53	1	1
Cc1cc(C(=O)CC#N)c(C)n1-c1ccc(OC(F)F)cc1	9	-14	i	-1	-11	-1	0	6	-6
O=C(/C=C/c1ccc(-c2ccccc2[N+](=O)[O-])o1)c1ccco1	8	3	i	1	52*	-4	28*	-5	44
Cc1ccc(NC(=O)COC(=O)C2CC(=O)N(Cc3ccccc3)C2)cc1S(=O)(=O)N(C)C (configuration not stated)	-1	-2	i	2	2	3	-1	-2	-3

Arranged by formula weight (rising): 3 of the compounds above.
SMILES	SKN-1 block	eLon inh	Neddyl block	Rin1-Abl PPI inh	PABP1 MLLE inh	MsrA act	CendR NRP1 mod	FAS-TE inh	MT1-MMP act inh
Cc1ccc(C(=O)C(SC(C)(C)C)n2cncn2)cc1 (configuration not stated)	18	-12	i	2	-2	-1	2	0	1
O=C(Nc1ccc2c(c1)OCCO2)C1CCN(c2cnccn2)CC1	1	4	i	-3	4	-4	-6	-6	-2
Cc1ccc(N=Nc2c(O)[nH]c(=O)[nH]c2=O)cc1S(=O)(=O)Nc1ccc(Br)cc1	14	-4	i	0	-5	-2	-91	9	5

The list continues:
SMILES	SKN-1 block	eLon inh	Neddyl block	Rin1-Abl PPI inh	PABP1 MLLE inh	MsrA act	CendR NRP1 mod	FAS-TE inh	MT1-MMP act inh
COCC(=O)NC(C)c1nc2ccccc2[nH]1 (configuration not stated)	4	-5	i	3	-5	-3	-1	-2	1
CCn1c(CSCc2ccccc2)n[nH]c1=S	12	3	i	1	-21	1	-6	-1	2
O=C(O)c1cc(C(=O)C2CCCCC2)c[nH]1	15	-8	i	-2	9	-5	-1	1	-5
O=C(NCc1ccco1)C1CCN(C(=O)c2ccc([N+](=O)[O-])cc2)CC1	-3	2	i	-5	29	-6	9	2	1
CCN(CC)c1nc(N)c(C#N)c(CC#N)c1C#N	2	3	i	0	-15	-3	-11	2	5
CC(=O)Nc1ccc(SC[C@H](Cc2ccccc2)N2CCN(CC(C)C)CCC2=O)cc1	-5	4	i	4	23	-5	18	1	0
CCC1SC(=Nc2cccc(C)c2)NC1=O (configuration not stated)	5	-9	i	-1	-3	-1	0	-2	2
O=C(CSc1nccn1Cc1ccco1)Nc1ccccc1C(F)(F)F	1	-8	i	0	-26	-4	15	4	-4
CCS(=O)(=O)c1ncc(Cl)c(C(=O)Nc2ccc(S(=O)(=O)N3CCC(C)CC3)cc2)n1	-25	6	i	-4	12	-3	-20	48	-4
Cc1ccc(NC(=O)CSc2nc3ccccc3c(=O)n2CCCC(=O)NCC2CCCO2)cc1 (configuration not stated)	22	5	i	1	14	0	1	1	-2
CCOC(=O)C1CCCN(C(=O)c2ccc(CS(=O)(=O)c3ccc(C)cc3)o2)C1 (configuration not stated)	5	-11	i	6	1	-3	-18	-5	-2
Cc1cccc(NC(=O)c2cc3ccccc3nc2C)c1	1	-6	i	3	-24	0	-16	-6	-3
COc1ccc(CNC(=O)c2ccc(CN3CCOCC3)cc2)cc1	-15	0	i	4	-6	3	5	-5	1
CNC(=O)C1CC(=O)N(c2ccc(F)c(Cl)c2)C1 (configuration not stated)	8	4	i	0	4	-2	0	-5	1
C[C@H](NC(=O)C1CCC(CNC(=O)[C@@H]2CCCN2C(=O)OC(C)(C)C)CC1)C(=O)O (some centres not stated)	-3	3	i	2	14	2	2	-5	-3
CC(C)[C@H](NC(=O)c1ccccc1)C(=O)OCC(=O)/C=C1/N(C)c2ccccc2C1(C)C	17	-5	i	-3	-9	-2	-16	13	5
Cc1c(C(=O)N/N=C/C(C)C)[nH]c2ccc([N+](=O)[O-])cc12	17	3	i	-3	-7	-3	-5	-3	-6
COc1cccc(C2C(C(=O)c3ccc(C)o3)=C(O)C(=O)N2CCN2CCOCC2)c1OC (configuration not stated)	-11	-7	i	5	3	-8	-9	-4	-2
O=C(Nc1ccccc1C(=O)Nc1ccccn1)c1ccccc1F	10	0	i	5	5	-3	-5	1	0
CC1C2NC(=O)N(Cc3ccccc3)C1(C)Oc1ccccc12 (configuration not stated)	-10	6	i	-1	0	-6	-1	-4	-2
CCc1ccccc1NC(=O)CSc1nc2[nH]c(=O)cc(O)c2s1	-1	10	i	1	13	-12	-8	-4	nt
Cc1cc2n(n1)C(c1ccccc1Cl)Nc1ccccc1-2 (configuration not stated)	14	9	i	-2	-3	-4	-3	6	7
O=C(O)c1ccc(N2C(=O)Nc3ccccc3N2O)cc1	2	-4	i	0	-5	-3	6	-6	1
CC1(C)CN(Cc2ccccc2)C(=O)[C@H]1CC(=O)Nc1ccccc1	-14	-5	i	-2	-6	-5	2	-6	7
CCn1c(SCc2nc(-c3ccccc3)no2)nnc1-c1ccco1	-17	-10	i	0	-11	-3	1	-5	-2
Cc1ccc(S(=O)(=O)N2C[C@H]3[C@H]4C(=O)N(c5ccccc5)C(=O)[C@H]4C[C@H](OC(=O)NCc4ccco4)[C@@]3(O)C2)cc1	11	-5	i	-1	6	-3	-3	4	-1
COc1ccccc1CNC(=O)c1ccc(OC(C)C)cc1	0	-20	i	-5	-8	-9	8	-4	4
O=C(NC1CC(=O)N(c2cccc(F)c2)C1)C(=O)c1c[nH]c2ccccc12 (configuration not stated)	-3	-13	i	-1	-2	-3	14	-4	-5
CC(=O)Nc1cc(-n2cnnn2)ccc1C	8	7	i	2	-12	-3	3	-3	5
COc1ccc(-c2nc3c(c4nnc(SC(C)C(=O)Nc5ccc(C)cc5)n24)COC(C)(C)C3)cc1 (configuration not stated)	7	-3	i	4	-2	-2	-2	9	-1
Nc1nc(SCc2ccc(F)cc2)ns1	-2	2	i	0	22	-2	6	-6	2
Cc1ccc(N2CCN(Cc3ccccc3)CC2=O)c(C)c1	-22	-4	i	1	-5	-3	3	-2	1
COc1ccccc1NC(CC(=O)c1ccccc1)C(=O)OCC(=O)c1ccc(C)c(C)c1 (configuration not stated)	6	10	i	-3	-3	-5	14	36	1
Nc1ccc(CN2CCCCCC2)cc1	-4	-6	i	1	-8	-13	6	-12	2
O=C(CCC1CCCN(C(=O)c2ccc3c(c2)OCCO3)C1)NCc1ccccc1F (configuration not stated)	9	-14	i	-1	3	-1	6	-3	-12
CCCN1CNC(=S)N(c2cc(C)ccc2C)C1	-18	-5	i	1	-83	-11	7	-10	-2
O=C(Nc1nc2ccc(Cl)cc2s1)[C@@H]1CCCN1C(=O)c1cccs1	7	-10	i	2	-12	-4	-12	2	-9
CN1CCN(c2cc3c(c4c2[nH]c2ccccc24)C(=O)CC(C)(C)C3)CC1	-7	-5	nt	-1	3	-7	-1	0	-5

Three entries out of the list above, sorted by the value under Rin1-Abl PPI inh, falling:
molecule | SKN-1 block | eLon inh | Neddyl block | Rin1-Abl PPI inh | PABP1 MLLE inh | MsrA act | CendR NRP1 mod | MT1-MMP act inh
COc1cccc(C2C(C(=O)c3ccc(C)o3)=C(O)C(=O)N2CCN2CCOCC2)c1OC (configuration not stated) | -11 | -7 | i | 5 | 3 | -8 | -9 | -2
O=C(CCC1CCCN(C(=O)c2ccc3c(c2)OCCO3)C1)NCc1ccccc1F (configuration not stated) | 9 | -14 | i | -1 | 3 | -1 | 6 | -12
CN(C)CCNc1cccc2sc3ccc(O)cc3c(=O)c12 | 17 | -10 | i | -26 | -53 | -2 | -53 | 1

High-throughput results deposited in PubChem by several laboratories.
